Screening results deposited in PubChem BioAssay by Broad Institute.
HDAC3 inhib = blocks human histone deacetylase 3; O15379; recombinant HDAC3, fluorogenic peptide/trypsin coupled, fluorescence; inhibition, % at 8.3 µM; 0.15% of 320,000 active; in the data active = inhibition above about 26%, passing the limit was not always enough
Target sequence (O15379 whole entry, looked up): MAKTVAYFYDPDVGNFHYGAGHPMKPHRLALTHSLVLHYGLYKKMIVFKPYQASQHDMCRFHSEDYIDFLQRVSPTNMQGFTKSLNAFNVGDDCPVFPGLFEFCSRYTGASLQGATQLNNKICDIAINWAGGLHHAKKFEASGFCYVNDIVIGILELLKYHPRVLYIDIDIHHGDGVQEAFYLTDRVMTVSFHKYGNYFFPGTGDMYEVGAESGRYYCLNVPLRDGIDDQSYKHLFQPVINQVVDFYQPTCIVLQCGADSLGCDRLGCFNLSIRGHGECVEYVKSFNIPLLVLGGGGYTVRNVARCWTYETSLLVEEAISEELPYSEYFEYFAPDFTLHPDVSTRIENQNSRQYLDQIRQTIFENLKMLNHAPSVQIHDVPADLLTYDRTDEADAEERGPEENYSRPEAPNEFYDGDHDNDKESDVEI
Starred values were filed as active, the others as inactive. This is a subset; the hit share may differ from the screen's.

Sample of the layout, seven compounds:
COc1ccc(C(CNC(=O)c2cccc(S(=O)(=O)N3CCCC(C)C3)c2)N(C)C)cc1 (stereo not drawn) was read as HDAC3 inhib -4.
Screening O=C(Nc1ccc(Br)cc1)C1CCCN(C2=NS(=O)(=O)c3ccccc32)C1 (stereo not drawn) returned HDAC3 inhib 1.
O=C(C[C@H]1C/C=C\CCCC(=O)OC[C@H]2CCCN2C1=O)NCCO was read as HDAC3 inhib -9.
For Cc1ccc(S(=O)(=O)N2CCCCC2)cc1NC(=O)c1c(-c2ccccc2)noc1C the results were HDAC3 inhib -1.
`O=C(c1cnn(C(=O)CN2CCCC2=O)c1)c1ccccc1O` gave HDAC3 inhib 1.
For COc1cc(OC)cc(-c2sc3ccc(OC)cc3c2-c2ccc(O)cc2)c1 the results were HDAC3 inhib 5.
`COC(=O)[C@]1(Cc2ccccc2)N[C@H](CN(C)C(=O)Nc2ccc(C)cc2)[C@@H]2C(=O)N(C)C(=O)[C@@H]21` gave HDAC3 inhib -1.

The listing, from the first entry:
COc1ccc(C(CNC(=O)c2cccc(S(=O)(=O)N3CCCC(C)C3)c2)N(C)C)cc1 (stereo not drawn) was read as HDAC3 inhib -4.
Screening O=C(Nc1ccc(Br)cc1)C1CCCN(C2=NS(=O)(=O)c3ccccc32)C1 (stereo not drawn) returned HDAC3 inhib 1.
O=C(C[C@H]1C/C=C\CCCC(=O)OC[C@H]2CCCN2C1=O)NCCO was read as HDAC3 inhib -9.
For Cc1ccc(S(=O)(=O)N2CCCCC2)cc1NC(=O)c1c(-c2ccccc2)noc1C the results were HDAC3 inhib -1.
`O=C(c1cnn(C(=O)CN2CCCC2=O)c1)c1ccccc1O` gave HDAC3 inhib 1.
For COc1cc(OC)cc(-c2sc3ccc(OC)cc3c2-c2ccc(O)cc2)c1 the results were HDAC3 inhib 5.
`COC(=O)[C@]1(Cc2ccccc2)N[C@H](CN(C)C(=O)Nc2ccc(C)cc2)[C@@H]2C(=O)N(C)C(=O)[C@@H]21` gave HDAC3 inhib -1.
Screening Cc1ccc(OCCC(=O)Nc2ccc3c(c2)OCO3)cc1 returned HDAC3 inhib 2.
Screening CC(=O)c1ccc(S(=O)(=O)Oc2ccc(C(=O)O)cc2Cl)cc1 returned HDAC3 inhib -2.
`CCC(C)CCN1C(N(C)C)=NC[C@@H]1CC(C)C` (stereo partly drawn) gave HDAC3 inhib -1.
Screening CNS(=O)(=O)c1cccc(C(=O)OCC(=O)Nc2nc(OC)cc(OC)n2)c1 returned HDAC3 inhib -2.
`CSCCC1NC(=O)N(CC(=O)N2CCc3ccccc3C2)C1=O` (stereo not drawn) gave HDAC3 inhib 6.
Screening CC(C)(C)NCC(O)COc1ccccc1C1CCCC1 (stereo not drawn) returned HDAC3 inhib 1.
Screening Cc1ccc(OCC(=O)N(C)C2CCCCC2)c([N+](=O)[O-])n1 returned HDAC3 inhib 0.
`CNC(=O)[C@@H]1CCC(=O)N1` gave HDAC3 inhib 4.
For Nc1ncnc2c1ncn2[C@@H]1O[C@H](CNCc2ccc(-n3cccn3)cc2)[C@@H](O)[C@H]1O the results were HDAC3 inhib -3.
CC(C)Cn1c(N)c(C(=O)CSc2nnc(-c3ccco3)n2C)c(=O)n(C)c1=O was read as HDAC3 inhib -3.
Screening CC(=O)NC12CC3CC(C1)CC(C(=O)N(C)CC(=O)Nc1cccc(F)c1)(C3)C2 returned HDAC3 inhib -2.
Screening COc1ccc(S(=O)(=O)NCCC(=O)N2CCCN(C)CC2)cc1 returned HDAC3 inhib 2.
Cc1cc(Cn2nc(C(=O)NCc3cccc(C(F)(F)F)c3)cc2-c2ccccc2)on1 was read as HDAC3 inhib 0.

Fetched by structure from the list above (five):
For COc1cc(OC)cc(-c2sc3ccc(OC)cc3c2-c2ccc(O)cc2)c1 the results were HDAC3 inhib 5.
`O=C(c1cnn(C(=O)CN2CCCC2=O)c1)c1ccccc1O` gave HDAC3 inhib 1.
For Cc1ccc(S(=O)(=O)N2CCCCC2)cc1NC(=O)c1c(-c2ccccc2)noc1C the results were HDAC3 inhib -1.
`CCC(C)CCN1C(N(C)C)=NC[C@@H]1CC(C)C` (stereo partly drawn) gave HDAC3 inhib -1.
O=C(C[C@H]1C/C=C\CCCC(=O)OC[C@H]2CCCN2C1=O)NCCO was read as HDAC3 inhib -9.

The list goes on:
`C#CCOCCOCCOCCNc1nc(N2CCN(C(=O)CCCCCCCCCCNC(=O)[C@H]([C@@H](C)CC)n3cc(CCCCCN)nn3)CC2)nc(N2CCN(C(=O)CCCCCCCCCCNC(=O)[C@H]([C@@H](C)CC)n3cc(CCCCN=C(N)N)nn3)CC2)n1` gave HDAC3 inhib 22.
CCc1ccc(NC(=O)COC(=O)CC2CCCC2)cc1 was read as HDAC3 inhib 10.
For Fc1ccc(CCN2CCN=C2Nc2ccccc2)cc1 the results were HDAC3 inhib 6.
Screening CC(=O)Nc1ccc(NC(=O)C(C)Oc2ccccc2C(=O)NCc2ccccc2)cc1 (stereo not drawn) returned HDAC3 inhib 6.
COc1ccccc1CN(C)C(=O)COC(=O)c1ccc(Cl)nc1 was read as HDAC3 inhib -5.
`CN(CC(=O)Nc1c(Cl)cccc1Cl)CC(=O)N(C)C1(C#N)CCCCC1` gave HDAC3 inhib -1.
For CCOc1cc(N2CCOCC2)c(OCC)cc1NC(=O)c1cc(S(=O)(=O)N2CCOCC2)ccc1F the results were HDAC3 inhib 6.
For CC1(OC(=O)c2ccc(Cl)nc2)C(=O)C=C2C=C3CCCN3C=C2C1=O (stereo not drawn) the results were HDAC3 inhib -4.
For COc1cc(C(=O)NCC(=O)NCC(c2ccco2)N2CCCCC2)cc(OC)c1OC (stereo not drawn) the results were HDAC3 inhib 1.
Screening CC(=O)N1CCN(S(=O)(=O)c2ccc3c(c2)OCCO3)CC1 returned HDAC3 inhib 8.
`NCCCCC(N)c1cn([C@@H](CCC(=O)O)C(=O)N2CCNCC2)nn1` (stereo partly drawn) gave HDAC3 inhib -3.
O=C(NN=Cc1cc(Br)c(O)c(Br)c1)c1ccccc1NS(=O)(=O)c1cccs1 was read as HDAC3 inhib -42.
For Cc1ccc(S(=O)(=O)N(C)CC(=O)NCC(=O)Nc2ccc(F)c(F)c2F)cc1 the results were HDAC3 inhib 7.
Screening Cc1nn(-c2ccccc2)c(C)c1/C=C/C(=O)OCC(=O)Nc1ccc(S(N)(=O)=O)cc1 returned HDAC3 inhib 4.
Screening CC(C)(C)C(=O)/C=C1\SCC(=O)N1CC(=O)N1CCN(c2ccccc2)CC1 returned HDAC3 inhib -2.
`CC1(NC(=O)Nc2cc([N+](=O)[O-])ccc2O)CCS(=O)(=O)C1` (stereo not drawn) gave HDAC3 inhib 0.
For COc1ccc(OC)c(NC(=O)CSc2nc3nc(C)cc(C)n3n2)c1 the results were HDAC3 inhib -3.
`O=C(NCCCN1CCOCC1)c1cccc(NS(=O)(=O)c2ccc(Br)cc2)c1` gave HDAC3 inhib 3.
`COc1ccc(NC(=O)/C(N=Nc2ccc(Cl)c(S(=O)(=O)Nc3ccc(Cl)cc3)c2)=C(\C)O)cc1` gave HDAC3 inhib -3.
For Cc1cc(C)nc(SCC(=O)NN=Cc2ccc(C)o2)n1 the results were HDAC3 inhib 12.
For CCOC(=O)[C@H]1[C@H]2COc3ccc(C)cc3[C@@H]2N2C(=O)CN(CC3CCCO3)C(=O)[C@@]12C (stereo partly drawn) the results were HDAC3 inhib -8.
For CC(C)NC(=O)N(C)C[C@H]1Oc2ccc(NS(=O)(=O)c3cn(C)cn3)cc2C(=O)N([C@H](C)CO)C[C@@H]1C the results were HDAC3 inhib -2.
COCc1c(C(=O)OCC(=O)Nc2ccc(OC(F)F)cc2)oc2ccccc12 was read as HDAC3 inhib 8.
O=C1c2ccccc2/C(=C\c2ccc3[nH]ccc3c2)N1c1ccccc1 was read as HDAC3 inhib 1.
Screening Brc1ccc(CN2CC[C@H]3C=CCc4cccc(c43)C2)cc1 returned HDAC3 inhib -3.
`Cc1cc(C)n2nc(C(=O)OCC(=O)NNC(=O)c3ccccc3)nc2n1` gave HDAC3 inhib -1.
CCOC(=O)CCC(=O)Nc1ncnc2c1C(c1ccccc1)c1c(ccc3ccccc13)O2 (stereo not drawn) was read as HDAC3 inhib 15.
`CC(C)(O)/C=C/C[C@](C)(O)C1CC[C@]2(C)C1[C@H](O[C@H]1O[C@@H](CO)[C@H](O)[C@@H](O)[C@@H]1O)CC1[C@@]3(C)CC[C@H](O)C(C)(C)C3[C@@H](O)C[C@]12C` (stereo partly drawn) gave HDAC3 inhib -5.
Screening O=S(=O)(c1ccc2c(c1)OCCO2)N1CCN(S(=O)(=O)c2ccco2)CC1 returned HDAC3 inhib 1.
For CCN1C(=O)[C@@H]2[C@@H](c3ccc(-c4ccc(Cl)c(Cl)c4)c(OC)c3)N3CCC[C@@]3(C(=O)OC)[C@@H]2C1=O the results were HDAC3 inhib 11.
For COc1ccc(NC(=O)Nc2ccc3c(c2)C(=O)N([C@H](C)CO)C[C@H](C)[C@@H](CN(C)C(=O)Nc2c(C)noc2C)O3)cc1 the results were HDAC3 inhib 6.
For COc1ccc(CC(=O)Nc2cccc(Cl)c2C)cc1S(=O)(=O)N1CCOCC1 the results were HDAC3 inhib 4.
`C[C@H](CO)N1C[C@H](C)[C@@H](CN(C)C(=O)Nc2ccccc2)Oc2ccc(NC(=O)Cn3cnnn3)cc2C1=O` gave HDAC3 inhib -7.
Screening CCOc1cc2c(cc1OCC)CN(C(=O)c1cccc(S(=O)(=O)N3CCCC3)c1)CC2 returned HDAC3 inhib -11.
`Cc1cnc(C(=O)OCC(=O)Nc2ncc(Cl)cc2Cl)cn1` gave HDAC3 inhib -1.
For CCc1cccc(C)c1NC(=O)CCN1C(=O)NC(C)(C)C1=O the results were HDAC3 inhib -4.
Screening COc1ccc(NC(=O)c2cc(S(=O)(=O)N3CCCC3)ccc2C)cn1 returned HDAC3 inhib -13.
Screening O=C(CN1C(=O)NC2(CCCCCC2)C1=O)Nc1cccc(F)c1 returned HDAC3 inhib -1.
O=C1CCc2cc(S(=O)(=O)Nc3ccccc3F)ccc2N1 was read as HDAC3 inhib -9.
CCN(CC)S(=O)(=O)c1cc(NC(=O)CSc2nnc(N)s2)ccc1C was read as HDAC3 inhib 2.
CC(C)NC(=O)N(C)C[C@H]1Oc2c(NS(=O)(=O)c3ccc(F)cc3)cccc2C(=O)N([C@H](C)CO)C[C@@H]1C was read as HDAC3 inhib -2.
`O=S(=O)(c1ccc(NCCOCCO)nc1)N1CCCCC1` gave HDAC3 inhib 0.
For CCN(CC(=O)Nc1ccc(NC(C)=O)cc1)C(=O)CCCc1c[nH]c2ccccc12 the results were HDAC3 inhib 5.
For CC1CCCCC1NC(=O)c1cc(S(=O)(=O)N2CCCCC2)ccc1N1CCOCC1 (stereo not drawn) the results were HDAC3 inhib 0.
Screening NC(=O)Nc1ccc(C(=O)OCC(=O)Nc2cccc(S(=O)(=O)NC3=NCCC3)c2)cc1 returned HDAC3 inhib 2.
`COc1ccc(S(=O)(=O)N2CCN(CC(=O)c3[nH]c(C)c(C(C)=O)c3C)CC2)cc1OC` gave HDAC3 inhib 4.
CC(=O)Nc1ccc(NC(=O)COC(=O)Cn2cnc3ccccc32)cc1 was read as HDAC3 inhib 5.
For O=C(CSc1nnc(NC2CC2)s1)c1ccc[nH]1 the results were HDAC3 inhib 1.
For CC(=O)c1c(C)[nH]c(C(=O)OCC(=O)N2CCCC2=O)c1C the results were HDAC3 inhib -18.
`CC1Cc2ccccc2N1C(=O)COC(=O)c1n[nH]c(=O)c2ccccc12` (stereo not drawn) gave HDAC3 inhib 1.
For COc1ccc2c(c1)[C@H]1[C@H](CO2)[C@H](c2ccccc2)[C@]2(C)C(=O)Nc3ccccc3C(=O)N12 the results were HDAC3 inhib -10.
`NC(=O)c1ccsc1NC(=O)COC(=O)CNC(=O)c1ccc(Cl)cc1` gave HDAC3 inhib 0.
For CC12CCC(=O)N1C(C(=O)NNC(=O)c1ccccc1F)CS2 (stereo not drawn) the results were HDAC3 inhib -1.
`O=C(NNC(=O)C1CC1)c1cc(Br)c(Br)s1` gave HDAC3 inhib 0.
Screening Cc1nnc(SCC(=O)Nc2cccc(S(=O)(=O)N3CCCCC3)c2)s1 returned HDAC3 inhib 1.
`Nc1nc(SCCO)[nH]c(=O)c1NC(=O)c1ccco1` gave HDAC3 inhib 1.
Screening Cc1cc(=O)c(C(=O)Nc2ccc(N3CCOCC3)cc2N2CCOCC2)nn1-c1ccccc1Cl returned HDAC3 inhib 3.
`N#Cc1ccc(Cl)cc1NC(=O)COC(=O)c1cccc(S(=O)(=O)N2CCOCC2)c1` gave HDAC3 inhib 0.
Screening Cc1csc(NC(=O)C2CC(=O)N(c3ccc4c(c3)OCCO4)C2)n1 (stereo not drawn) returned HDAC3 inhib 2.
Screening Cn1cccc1C(=O)Nc1ccc(N2CCOCC2)cc1 returned HDAC3 inhib 2.

Next section, overlapping the part above by 2 compounds.
Screening Cc1csc(NC(=O)C2CC(=O)N(c3ccc4c(c3)OCCO4)C2)n1 (stereo not drawn) returned HDAC3 inhib 2.
Screening Cn1cccc1C(=O)Nc1ccc(N2CCOCC2)cc1 returned HDAC3 inhib 2.
O=C(Cn1cc([N+](=O)[O-])ccc1=O)N1CCc2ccccc2C1 was read as HDAC3 inhib 2.
O=C(Cc1c(F)cccc1Cl)OCC(=O)N1CCc2ccccc21 was read as HDAC3 inhib -4.
Screening Cc1ccc(NC(=O)C(C)OC(=O)COc2cccc(C(F)(F)F)c2)cc1 (stereo not drawn) returned HDAC3 inhib 1.
CC1CN(S(=O)(=O)c2ccc(C(=O)N(C)C3CCCCC3)cc2)CC(C)O1 (stereo not drawn) was read as HDAC3 inhib 1.
Screening Cc1ccc(S(=O)(=O)N2[C@@H](c3ccc(F)cc3)C(C(=O)O)=CC[C@H]2c2ccc(C(C)C)cc2)cc1 returned HDAC3 inhib -5.
Screening COC(=O)c1ccc(CNC(=O)COC(=O)c2cc(Cl)ccc2O)cc1 returned HDAC3 inhib -10.
For COC(=O)c1ccc(C)c(NC(=O)CSc2nnc3ccccn23)c1 the results were HDAC3 inhib -3.
Screening COc1ccccc1NS(=O)(=O)c1ccc(C)c(C(=O)NC2=NCCS2)c1 returned HDAC3 inhib 5.
Screening CC(C)(C)N(Cc1ccccc1)C(=O)COC(=O)C1CCCCC1 returned HDAC3 inhib 8.
COc1ccc(/C=C/C(=O)OCC(=O)NC(C)CCc2ccccc2)cc1 (stereo not drawn) was read as HDAC3 inhib 3.
For COc1cccc(C(=O)OC(C)C(=O)Nc2ccc3c(c2)OCO3)c1 (stereo not drawn) the results were HDAC3 inhib -1.
